Bioassay records: PubChem BioAssay, National Center for Advancing Translational Sciences (NCATS)
Cycloheximide cs: counter-screen for Shiga toxin inhibitors: cycloheximide protein synthesis inhibition; AID 2314; max response, %; 300,000 tested, 12% active; cell reporter, cycloheximide protein synthesis inhibition counterscreen; in the data active = max response mostly above about 13%, no sharp cut-off; inactive = mostly below about 14%; also: read at 38.3 µM for the half of the compounds with a filed dose; 0% is about no effect
HCV inhibitor: blocks hepatitis C virus; Huh7.5.1 HCVcc-Cre infection, luciferase reporter, 44 h; Potency, µM (doses to about 41.8 µM), inactives show top-dose activity change, negative = inhibition, usual class: inhibitors; 340,000 tested, 3.4% active; AID 651820; also: potency is read from the fitted curve at half-maximal effect; % is scaled to controls: 0 for no effect and ±100 for the full control effect
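Whole-lifecycle infectious HCVcc-Cre system; cells 1,000/well, compound then virus (~0.5 moi) added 4 h after plating, 44 h culture. Luciferase read 15 sec following 15 min substrate incubation, room temp.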
Pf growth 96h: P. falciparum growth inhibition at 96 hours; P. falciparum luciferase reporter growth, 96 h; Potency, µM (highest dose often 28.7 µM), inactives show top-dose activity change, negative = inhibition, hits mostly inhibitors; 320,000 tested, 6.9% active; also: potency is read from the fitted curve at half-maximal effect; % is scaled to controls: 0 for no effect and ±100 for the full control effect
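Cell-based qHTS: luciferase-tagged P. falciparum in erythrocytes (2% hematocrit, 0.05% parasitemia final) incubated with compounds for 96 hours, 37 C, 5% CO2; luciferase detection reagent then added and luminescence measured.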
Pf growth 48h: inhibits P. falciparum growth in the first generation, 48 h; P. falciparum luciferase growth in erythrocytes, 48 h; Potency, µM (highest dose often 28.7 µM), for the others: at the highest dose activity change, negative = inhibition, hits mostly inhibitors; 310,000 tested, 5.9% active; also: potency is read from the fitted curve at half-maximal effect; % is scaled to controls: 0 for no effect and ±100 for the full control effect
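A one-generation exposure of luciferase-tagged malaria parasites in RPMI 1640/Albumax erythrocyte culture, 37 C and 5% CO2. Inhibition is inferred from decreased luminescence after adding detection reagent.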
TbPYK inhibitor: T. brucei pyruvate kinase inhibition; TbPYK enzyme, Kinase-Glo Plus ATP luminescence, 45 min; Potency, µM (top dose mostly 76.8 µM), for inactives: top-dose activity, negative = inhibition, actives largely listed as inhibitors; 410,000 tested, 0.12% active; also: potency is read from the fitted curve at half-maximal effect; % is scaled to controls: 0 for no effect and ±100 for the full control effect; nearly all actives have a fitted effect of over 50% in size
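Screened from lowest to highest concentration, compounds were pinned into TbPYK/substrate mixtures, and ADP (130 uM final) was added. Plates sat at room temperature for 45 min prior to Kinase-Glo Plus detection by luminescence.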
Shiga toxin inh: Shiga toxin inhibition | 290,000 tested, 9.2% active | Vero cells, Shiga toxin protein synthesis inhibition reporter | inhibition, % at 38.7 µM | AID 2315; in the data active = inhibition mostly above about 28%, no sharp cut-off; inactive = mostly below about 43%; also: 0% is about no effect
LmPK inh: blocks Leishmania mexicana pyruvate kinase activity; Q27686; purified LmPK, Kinase-Glo ATP luminescence, 1 h; Potency, µM (series often up to 57.5 µM), inactives show at the top dose activity change, negative = inhibition, usual class: inhibitors; 290,000 tested, 0.37% active; AID 1721; also: potency is read from the fitted curve at half-maximal effect; % is scaled to controls: 0 for no effect and ±100 for the full control effect
Target sequence (Q27686 whole entry, looked up): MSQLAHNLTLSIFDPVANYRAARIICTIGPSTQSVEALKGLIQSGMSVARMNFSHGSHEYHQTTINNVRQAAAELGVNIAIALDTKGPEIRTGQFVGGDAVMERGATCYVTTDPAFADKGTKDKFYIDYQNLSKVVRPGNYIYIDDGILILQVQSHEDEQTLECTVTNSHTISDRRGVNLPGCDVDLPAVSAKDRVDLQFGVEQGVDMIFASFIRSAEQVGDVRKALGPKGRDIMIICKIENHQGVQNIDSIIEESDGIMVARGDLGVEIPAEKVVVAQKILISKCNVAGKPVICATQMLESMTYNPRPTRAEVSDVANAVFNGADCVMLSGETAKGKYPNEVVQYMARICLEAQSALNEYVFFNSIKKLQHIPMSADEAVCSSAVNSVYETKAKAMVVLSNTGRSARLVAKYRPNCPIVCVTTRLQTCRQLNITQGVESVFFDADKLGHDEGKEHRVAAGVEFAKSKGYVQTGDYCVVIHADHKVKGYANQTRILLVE
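In 50 mM imidazole pH 7.2 with 7 mM MgCl2, LmPK (0.1 nM) turned over PEP (0.5 mM) and ADP (0.1 mM) for 1 h at room temperature. Luciferase read-out of ATP.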
The depositor's hits bear a star; ? = inconclusive; . = no result given; & = joins results of further samples; [ ] = dose if it differs, or a comment. Unless noted, calls follow the shape of the dose curve; as a rule, active = well fitted curve in the direction sought with a large enough effect; inconclusive = small, poorly fitted or top-dose-only effect, or another doubt; inactive = no such curve, though single readings can be large; an effect the other way counts as inactive or inconclusive.

SMILES | Cycloheximide cs | HCV inhibitor | Pf growth 96h | Pf growth 48h | TbPYK inhibitor | Shiga toxin inh | LmPK inh
c1ccc(OCCCN2CCCC2)cc1 | 7 | 7% | 5% | . | 4% | 3 | 2%
Cc1nc(-c2ccc(S(=O)(=O)N3CCCCCC3)cc2)cs1 | 21* | -5% | -3% | 7% | 6% | 100* | -7%
Nc1ncnc2c1ncn2C1CCCO1 (configuration not stated) | . | -4% | -1% | -15% | 7% | . | .
O=C(c1cccc(-c2ccccc2)c1)N1CC[C@@H](N2CCC(O)CC2)[C@H](O)C1 | 3 | 9% | 72%[activator] | ? | 5% | 14 | 0%
Cc1c(NC(=S)Nc2ccc(Cl)cc2)c(=O)n(-c2ccccc2)n1C | -2 | 8% | 9% | -2% | 2% | 9 | 0%
C=CCSc1nc2ccccc2n1C(=O)/C=C/c1ccc(OC)c(OC)c1 | 0 | ? | 27% | ? | -1% | -9 | 1%
COc1cc(NS(=O)(=O)c2ccc(NC(=S)NC(=O)/C=C/c3ccc(F)cc3)cc2)ncn1 | -1 | 28% | ? | -10% | 3% | -8 | 2%
COc1ccc(CC2CC(=O)N(c3ccc(C)cc3)C2=O)cc1 (configuration not stated) | -3 | 2% | -10% | 1% | 0% | . | -1%
O=C(COc1ccc(Cl)cc1)NCCN1CCCC1 | -2 | -11% | 40%[activator] | 8% | 2% | -5 | -1%
O=C(CSc1nnnn1-c1cccnc1)NCc1cccs1 | -1 | 6% | . | 5% | -1% | -4 | 7%
C/C(=N\NS(=O)(=O)c1ccc([N+](=O)[O-])cc1)c1ccc(NC(=O)c2ccco2)cc1 | 25* | ? | 17% | 224%[activator] | 3% | 78 | -8%
CC(=O)NCCOC(=O)Nc1sc(=S)n(C)c1C | -4 | 24% | 31%[activator] | 10% | -3% | 7 | 3%

Rewritten as a markdown table: entries from further up
| Molecule | Cycloheximide cs | HCV inhibitor | Pf growth 96h | Pf growth 48h | TbPYK inhibitor | Shiga toxin inh | LmPK inh |
| --- | --- | --- | --- | --- | --- | --- | --- |
| c1ccc(OCCCN2CCCC2)cc1 | 7 | 7% | 5% | . | 4% | 3 | 2% |
| O=C(CSc1nnnn1-c1cccnc1)NCc1cccs1 | -1 | 6% | . | 5% | -1% | -4 | 7% |
| O=C(COc1ccc(Cl)cc1)NCCN1CCCC1 | -2 | -11% | 40%[activator] | 8% | 2% | -5 | -1% |
| O=C(c1cccc(-c2ccccc2)c1)N1CC[C@@H](N2CCC(O)CC2)[C@H](O)C1 | 3 | 9% | 72%[activator] | ? | 5% | 14 | 0% |

Next records follow:
SMILES | Cycloheximide cs | HCV inhibitor | Pf growth 96h | Pf growth 48h | TbPYK inhibitor | Shiga toxin inh | LmPK inh
COc1ccc(N=Cc2oc3ccc4ccccc4c3c2O)cc1 | 50* | 5% | 154%[activator] | 160%[activator] | -3% | 72* | -10%
Cc1ccc(/C([O-])=C(/C(=S)Nc2ccc(SC(F)F)cc2)[n+]2ccccc2)cc1[N+](=O)[O-] | 17 | ? | ? | 57%[activator] | -2% | 23 | 3%
CN1CCN(c2ccc(S(=O)(=O)N3CCOCC3)cc2NC(=O)COc2ccc(F)cc2Cl)CC1 | -3 | -4% | 13µM* | ? | 0% | -12 | -3%
CCn1nc(NS(=O)(=O)c2ccc([N+](=O)[O-])cc2)c2cc3cc(C)ccc3nc21 | -9 | 11% | ? | 19% | -7% | -8 | -14%
CC(C)Oc1ccc(CNC2CCOC(C)(C)C2)cc1 (configuration not stated) | 6 | -13% | -5% | 29% | 1% | -17 | 0%
COC(=O)C1=C(c2cccc(C#N)c2)C[C@@H]2CC[C@H]1N2C(=O)N1CCc2cc(OC)c(OC)cc2C1 | . | 1% | ? | ? | 3% | . | .
CCC(C)c1ccccc1N=Cc1ccc2c(c1)OCO2 (configuration not stated) | -5 | 5% | -23% | 28% | -5% | -12 | 7%
COc1ccc(N2C(=O)CC(NNC(=O)c3cccnc3)C2=O)cc1 (configuration not stated) | -5 | 8% | 27% | ? | 4% | -4 | -1%
CC(C)(C)c1ccc(-n2ncc3c2CCCC3NC(=O)CCn2cncn2)cc1 (configuration not stated) | -1 | 1% | -9% | 1% | 1% | -18 | -7%
O=C(Nc1ccc(S(=O)(=O)Nc2nccs2)cc1)c1cnc(Cl)c(Cl)c1 | 10 | 5% | ? | ? | -6% | 0 | 1%
COc1ccc(NC(=O)c2cc3c(Cl)nc4ccccc4c3s2)cc1OC | 7 | ? | -2% | 2.1µM* | 3% | -12 | 2%
O=C(Nc1ccc(-c2nc3ccccc3[nH]2)cc1)c1ccco1 | 43* | ? | 0% | -50% | -13% | 109* | ?
Cc1csc(NC(=O)c2nc3nc(C)cc(C)n3n2)n1 | 48* | -8% | 24% | 103%[activator] | -5% | 49 | -2%
CCOc1ccc2ccccc2c1/C=N/n1cncn1 | -3 | 11µM* | 0% | -13% | 8% | -6 | 3%
COC(=O)C(Cc1ccccc1)NC(=O)CNC(=O)c1ccccc1OC (configuration not stated) | 12 | -10% | 16% | 16% | -2% | -9 | 0%
O=c1c([N+](=O)[O-])c(N2CCOCC2)c2ccccc2n1-c1ccccc1 | -3 | 5% | 13% | -4% | 6% | -33 | 4%
CC12CCC(C(=O)NCC3CCCO3)(OC1=O)C2(C)C (configuration not stated) | -3 | 10% | 7% | 8% | -6% | -3 | -11%
CC(=O)Nc1cccc(C(=O)Nc2ccc(S(=O)(=O)NC3=NCCCCC3)cc2)c1 | . | 12% | -22% | ? | 3% | . | .
O=C(O)CSC1c2ccccc2C(=O)N1Cc1ccccc1 (configuration not stated) | -2 | 7% | ? | -6% | -5% | -3 | 0%
N#Cc1c2n(c3c(=O)n(Cc4ccccc4)cnc13)CCCC2 | -2 | ? | . | -32% | 0% | -5 | -1%
CC(C)c1ccc(C2(C)NC(=O)N(CC(=O)NC3CCCC(C)C3C)C2=O)cc1 (configuration not stated) | . | ? | ? | ? | 1% | . | .
Cc1cc(C)n(-c2nc3ccccc3nc2N2CCN(C(=O)c3ccc(F)cc3)CC2)n1 | -5 | -1% | . | ? | 1% | -10 | -9%
COc1ccc(S(=O)(=O)N(CCCN2CCCC2=O)Cc2cc3cc(C)c(C)cc3[nH]c2=O)cc1 | -1 | -3% | ? | ? | 0% | -3 | 8%
O=C(NCc1ccco1)c1nn(-c2ccccc2)c(=O)c2ccccc12 | -1 | 8% | ? | 5% | 0% | 68 | -1%

Next part, starting with the last 2 of the part before.
SMILES | Cycloheximide cs | HCV inhibitor | Pf growth 96h | Pf growth 48h | TbPYK inhibitor | Shiga toxin inh | LmPK inh
COc1ccc(S(=O)(=O)N(CCCN2CCCC2=O)Cc2cc3cc(C)c(C)cc3[nH]c2=O)cc1 | -1 | -3% | ? | ? | 0% | -3 | 8%
O=C(NCc1ccco1)c1nn(-c2ccccc2)c(=O)c2ccccc12 | -1 | 8% | ? | 5% | 0% | 68 | -1%
CCCCN(C(=O)c1cc2c(s1)CCCCC2)c1c(N)n(CC(C)C)c(=O)[nH]c1=O | . | 7% | 27% | ? | -2% | . | .
CCn1c(SCC(=O)NC2CCCC2)nnc1-c1ccoc1C | -1 | 1% | 251%[activator] | -3% | -7% | -6 | -1%
Cc1noc(C)c1COc1cccc(C(=O)Oc2ccc3c(c2)OCO3)c1 | -2 | 14% | 58%[activator] | -5% | -7% | -5 | 4%
CC(C)(C)c1ccc(NC(=O)COC(=O)C2CCCC2)cc1 | . | 24% | 5% | 25% | 0% | . | .
COC(=O)CSc1nccc(-c2cccs2)n1 | 17 | 18% | 44%[activator] | ? | 4% | 46 | -1%
Cc1nc(-c2ccc3c(c2)OCO3)cs1 | 16* | -3% | 127%[activator] | 44%[activator] | -12% | 43* | -9%
CCCc1ccc(OCC(=O)O)cc1 | 11 | -1% | 4% | 21% | 0% | -5 | 3%
O=c1c(Cl)c(N/N=C/c2ccc(Cl)cc2)cnn1-c1ccccc1 | -1 | 0% | -17% | 21% | -6% | -4 | 1%
O=C(CSc1nc2c(c(C(F)(F)F)n1)CCc1ccccc1-2)NCc1ccco1 | 1 | ? | 38%[activator] | -24% | -1% | -9 | 1%
COc1nc(-c2cccs2)cc(-c2ccc(C)cc2)c1C#N | -1 | ? | ? | ? | -4% | -19 | 7%
CCOc1cc(/C=N\NC(=O)Cn2nc([N+](=O)[O-])cc2C)ccc1OCc1cccc2ccccc12 | -2 | ? | ? | . | 2% | 7 | 3%
CCc1nnc(NC(=O)c2ccc(S(=O)(=O)N(C)c3ccccc3)cc2)o1 | -4 | 7.1µM* | ? | ? | -8% | 18 | -1%[11.5 µM]
O=C(O)C1OC(Oc2c(-c3ccc(O)c(O)c3)oc3cc(O)cc(O)c3c2=O)C(O)C(O)C1O (configuration not stated) | -2 | ? | -5% | 6% | -3% | -8 | 14%
COc1ccc(-c2csc3ncnc(N4CCN(c5ccccc5Cl)CC4)c23)cc1 | 3 | ? | ? | ? | -2% | -21 | 2%
COC(=O)c1ccc2c(c1)N(C)S(=O)(=O)c1cnc(SCC(=O)C(C)(C)C)nc1-2 | 1 | 3% | -5% | -23% | -1% | -3 | 5%
Cc1ccc(CNC(=O)C2CCN(S(=O)(=O)c3c(C)noc3/C=C/N(C)C)CC2)cc1 | -1 | 18% | 19% | -16% | -2% | -3 | 2%
Cc1cc(C)c([N+](=O)[O-])cc1NCC(=O)N1CCN(c2ccccc2)CC1 | -6 | -19% | -15% | -30% | 9% | 22 | 9%
CC(C)(C)NC(=O)C(c1ccncc1)N(Cc1ccco1)C(=O)c1ccc(-c2ccccc2)[nH]1 (configuration not stated) | 39* | 5% | 0% | ? | -8% | 91* | 5%
CCOC(=O)C1=C(C)NC(C)=C(C(=O)OCC)C1 | -4&-7 | ? | 99%&67%[activator] | -6%&0% | 2%&1% | -6&-3 | -2%&1%
CC(=O)Nc1ccc2c(c1)CCCC2=O | 16* | 13% | 34%[activator] | 52%[activator] | 0% | 35 | -4%
CCCCCn1c(=NC(=O)c2ccco2)c(C(=O)OCC)cc2c(=O)n3ccccc3nc21 | -3 | ? | 15µM* | -38% | 3%&-3% | 4 | 5%
COc1ccc(CCn2c(=S)[nH]c3cc(C(=O)N4CCOCC4)ccc3c2=O)cc1OC | -1 | ? | 2% | -34% | -9% | 19 | 7%
CCC(NC(=O)C1(C)CC1(Br)Br)c1ccc(C)cc1 (configuration not stated) | 2 | 10% | 101%[activator] | -1% | 1% | -11 | 1%
CCOc1ccccc1NC(=O)C(OC(=O)c1ccc(CC)cc1)c1ccccc1 (configuration not stated) | -3 | 0% | ? | ? | 5% | -7 | -1%
COC(=O)c1ccc(C(NC(=O)OCc2ccccc2)/C(F)=C/[C@@H](C)C(=O)NCc2ccc(OC)c(OC)c2)cc1 (some centres not stated) | -3 | 2% | ? | ? | -10% | -11 | -1%
COc1ccc(CC(=O)O/N=C(\N)c2cccc([N+](=O)[O-])c2)cc1 | 4 | 2% | 53%[activator] | 43%[activator] | -2% | 40 | 1%
Cc1ccc2cc(C(=O)O)c(C)nc2c1 | 3 | 6% | 40%[activator] | 34%[activator] | 1% | 8 | -2%
CC(=O)NC1C(=O)N(CCN2CCOCC2)c2ccc(Br)cc21 (configuration not stated) | -2 | 9% | 1% | -20% | ? | 2 | 1%
CCC(CC)C(=O)Nc1nnc(S(=O)(=O)N2CCc3ccccc32)s1 | 4 | -1% | -10% | 26% | 5%&-10% | -1 | 1%
